Bioassay records (PubChem BioAssay)
Shn3 inh set2: reduction of Shn3 3'UTR firefly luciferase signal, primary screen, Schnurri-3 inhibitor project, cell-based, Clone20 osteoblasts, set 2; Clone20 osteoblast Shn3 3'UTR firefly luciferase, 24 h; inhibition, % at 12.5 µM; actives 0.52% (n = 360,000); AID 588674, 2011;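 active = mean inhibition of at least 75% with every replicate also reaching 75%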;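 note: 0% = median of neutral control wells and 100% = pilot-screen positive control compound; some compounds past the cut are filed as inactive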
KKLEB tox: cytotoxicity in KKLEB CF airway cells, primary screen, cytotoxicity control for CF NF-kB inhibitor project, cell-based, uHTS, fluorescence assay plates | KKLEB CF airway cells viability, ATPlite luminescence, overnight; hits give low values; cells stimulated with P. aeruginosa culture filtrate | activity change (cytotoxicity), % at 5 µM | actives 0.36% (n = 360,000);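 active = corrected activity change at or below -50% at 5 µM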
TRPM1 prom inh: inhibitors of MITF-dependent TRPM1 promoter reporter, primary screen, cell-based, SK-MEL-5, single point, luciferase | AID 488899, 2010 | actives 0.83% (n = 330,000) | inhibition, % at 12.5 µM | SK-MEL-5 TRPM1 promoter luciferase, 24 h;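 active = mean inhibition across replicates of 60% or more, whatever share of single replicates reaches that level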; note: values of inactives mirror those of a sister screen read the other way
Peg3 promoter: Peg3 promoter-driven luciferase inhibitors, primary screen, cell-based, HeLa, luciferase luminescence. actives 1.7% (n = 360,000). inhibition, % at 20 µM. AID 588405, 2011. HeLa PEG-Prom luciferase reporter, overnight;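 active = inhibition of at least 50% at 20 µM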
CF NFkB block: inhibitors of PAF-induced NF-kB signaling, primary screen, cell-based, GFP fluorescence, uHTS. KKLEB NF-kB-GFP reporter, GFP fluorescence overnight. inhibition, % at 5 µM. actives 0.86% (n = 360,000). AID 588850, 2011;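 active = at least 50% inhibition at 5 µM, scaled per plate between neutral and stimulator controls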;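 note: PAF is a Pseudomonas aeruginosa culture filtrate used as stimulus; plate controls were PAF-stimulated DMSO wells for no effect and unstimulated DMSO wells for full effect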
EBV LMP1 NFkB: EBV LMP1-driven NF-kappaB luciferase reporter inhibitors, primary screen, cell-based, luminescence, single point. actives 0.69% (n = 350,000). inhibition, % at 12.5 µM. AID 504558, 2011. LMP1-induced NF-kappaB luciferase reporter cells; in the data active = inhibition above about 41%;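 note: 0% = neutral control wells and 100% = reference inhibitor control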
NR2E3 ag-1: NR2E3 agonists in two-hybrid cells, primary screen, cell-based, luminescence, CHO-S, Gal4-NCOR/VP16-NR2E3 | luciferase | inhibition of corepressor binding, % at 3.98 µM | actives 0.35% (n = 360,000) | AID 602229, 2012;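 active = inhibition above the mean of all tested compounds plus 3 SD, cut at about 70% in these data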;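 note: 0% = DMSO with NR2E3 transfected cells and 100% = cells lacking NR2E3 construct; higher means lower luciferase signal from less NR2E3 corepressor binding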
Target sequence (Q9Y5X4 whole entry, looked up, the tested form may be a part): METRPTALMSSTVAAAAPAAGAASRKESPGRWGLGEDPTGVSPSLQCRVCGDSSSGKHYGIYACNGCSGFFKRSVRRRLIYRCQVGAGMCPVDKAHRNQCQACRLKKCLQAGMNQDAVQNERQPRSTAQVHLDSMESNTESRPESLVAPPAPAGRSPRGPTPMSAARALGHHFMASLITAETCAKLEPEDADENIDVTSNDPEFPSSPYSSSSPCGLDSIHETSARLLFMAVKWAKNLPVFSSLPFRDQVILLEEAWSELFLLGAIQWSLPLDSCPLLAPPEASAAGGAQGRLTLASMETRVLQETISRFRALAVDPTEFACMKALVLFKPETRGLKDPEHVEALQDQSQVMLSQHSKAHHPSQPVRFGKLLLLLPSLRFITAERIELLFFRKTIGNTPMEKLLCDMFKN
iPSC survival up: enhancers of single-cell hiPSC survival, primary screen, ATPlite luminescence; 100% = ROCK inhibitor wells, 0% = DMSO; survival enhancement, % at 20 µM; actives 0.044% (n = 360,000); in the data active = survival enhancement above about 18%;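 note: cells exposed to compounds for 16 hours before the ATP read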
HIF-2a block: HIF-2a reporter inhibitors, primary screen, luminescence, 786-0 RCC cells. actives 0.72% (n = 360,000). AID 624352, 2012. inhibition, % at 18.8 µM. 786-0 RCC cells HIF-2a reporter, luciferase luminescence, overnight;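 active = inhibition of the luminescence signal of 40% or more relative to plate controls, in a single-dose primary screen at 18.75 µM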
C8 TRAIL sens: viability loss with TRAIL in NB7+C8 cells, primary screen, TRAIL sensitizer project, cell-based, ATPlite luminescence; inhibition (viability loss, TRAIL sensitization), % at 10 µM; actives 1% (n = 360,000); AID 624354, 2012;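 active = compounds causing at least 50% loss of cell viability in the single-dose screen, relative to plate controls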
NR2E3 ag-2: inhibitors of NR2E3-RetCOR corepressor binding, primary screen, NR2E3 agonist project, biochemical, TR-FRET, GST-NR2E3, biotin-RetCOR; Photoreceptor-specific nuclear receptor (Homo sapiens), Q9Y5X4; 1536-well; inhibition of corepressor binding, % at 4.78 µM; actives 0.12% (n = 320,000); AID 2300, 2010;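 active = percent inhibition above the cutoff of mean plus 3 SD of all tested compounds, set per screening campaign, cut at about 20% in these data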;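 note: 0% = DMSO wells and 100% = biotin wells as full block of FRET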
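Assay system: NR2E3–RetCOR corepressor complex. Quantity: 1.35 nM GST-NR2E3. Buffer or medium: pH 7.5 Tris-based buffer. Reagent: biotinylated RetCOR corepressor at 7 nM final. Schedule: 5 h at 4 °C. Detection: TR-FRET, emission read at 617 and 671 nm. Replicates: one well per compound, singlicate testing.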
An asterisk follows results filed as active; · = not tested or not shown. Not all compounds are listed. The share of hits here may be higher or lower than overall.

SMILES | Shn3 inh set2 | KKLEB tox | TRPM1 prom inh | Peg3 promoter | CF NFkB block | EBV LMP1 NFkB | NR2E3 ag-1 | iPSC survival up | HIF-2a block | C8 TRAIL sens | NR2E3 ag-2
Cc1ccc(-c2ccc(/C=N/c3ncn[nH]3)o2)cc1Cl | -3 | 1 | 6 | -33 | -9 | 59* | -56 | 1.7 | -1 | 6 | 1
COC(=O)c1ccc(C(=O)OC)c(NC(=S)N2CCCC(CO)C2)c1 (stereo unspecified) | -16 | 2 | -1 | 6 | 4 | -7 | 2 | -0.3 | 12 | 3 | 3
Cc1noc(C)c1C(=O)N1CCN(S(=O)(=O)c2cccc(Cl)c2Cl)CC1 | 3 | -11 | -6 | 8 | 13 | -12 | -26 | 2.4 | 7 | 4 | 1
CCN(CC)CCCNC(=O)c1[nH]c2ccccc2c1Sc1ccc(Cl)cc1 | -6 | -25 | 16 | 65* | 9 | -4 | 15 | -0.8 | 23 | -5 | -1
N=c1sccn1CC(=O)Nc1ccccc1Cc1ccccc1 | 2 | 2 | 4 | -15 | -4 | -8 | -4 | -0.7 | 11 | -4 | 2
Cc1nc2ccccc2n1CSc1ccccc1 | -14 | 13 | -3 | -18 | -3 | -9 | -2 | -1.7 | -8 | 24 | -1
Cc1ccc(S(=O)(=O)N(Cc2cc3cc4c(cc3[nH]c2=O)OCCO4)CC2CCCO2)cc1 (stereo unspecified) | -10 | -22 | 16 | -12 | 16 | 11 | -15 | 1.4 | -46 | -16 | -1
CCOc1ccccc1NC(=O)CCNC(=O)c1ccc(Cl)cc1 | -13 | 9 | 8 | 9 | 5 | 7 | -19 | -0.6 | 11 | -1 | 0
COc1cccc(-c2ccc3c(N)c(C(=O)NC4CC4)sc3n2)c1 | -59 | -1 | -104 | -345 | -22 | -23 | -108 | -0.7 | -300 | 26 | -1
[O-][n+]1c2ccccc2c2n1CCN1CCOC21c1ccc(Cl)cc1 (stereo unspecified) | -38 | -6 | -4 | -89 | -15 | -23 | -26 | -3.8 | -138 | 2 | 3
CC[C@@]1(c2ccccc2)C(=O)N(C(=O)OC)N1C(=O)OC | 4 | 6 | 27 | 12 | 12 | 0 | -12 | -3.2 | 9 | 1 | 2
CN(Cc1ccccc1)c1nc2nonc2nc1N1CCCC(CN2CCCC2=O)C1 (stereo unspecified) | 3 | -11 | 2 | -6 | -16 | -4 | -27 | 0.2 | 7 | 6 | 1
COc1cccc(/C=N/Nc2nc(Nc3ccc([N+](=O)[O-])cc3)nc(N3CCCC3)n2)c1O | 89* | -43 | 11 | 62* | 97* | 3 | 31 | -0.3 | 0 | 46 | 6
CCOC(=O)C1=C(CN2CCOCC2)NC(=O)NC1c1cc(C)ccc1C (stereo unspecified) | 7 | 11 | 7 | 16 | -4 | -8 | -3 | 0.8 | 9 | 9 | 0
COC(=O)Cn1cnc2c(cnn2-c2ccc(OC)cc2)c1=O | -28 | -1 | -31 | -14 | -5 | -2 | -45 | -0.2 | -35 | -5 | 3
COC(c1ccccc1)c1nnc(CCC(=O)N(C)CCc2ccccc2)o1 (stereo unspecified) | 9 | 9 | -7 | 0 | -17 | -2 | 10 | 6.4 | -12 | -5 | -2
Cc1ccccc1NC(=O)c1sc2nc(N3CCOCC3)c3c(c2c1N)CCCC3 | -28 | 0 | -46 | -99 | -2 | -19 | -89 | 0.5 | -198 | 5 | 23*
CC1CCN(C(=O)c2ccccc2SCC(=O)NCC2CCCCC2)CC1 | -17 | 9 | -1 | 6 | 7 | -2 | -8 | 3.3 | -1 | 20 | 0
NC(=O)c1cc([N+](=O)[O-])c(Cl)cc1NCc1cccnc1 | -89 | -11 | -2 | 28 | 16 | -2 | 5 | 1.0 | -12 | -8 | 0
CC(C)N(C(=O)COC(=O)c1cccc(N(C)C)c1)c1ccccc1 | 17 | -12 | 4 | 6 | 6 | -5 | -16 | 0.1 | 20 | 5 | 1
COc1ccc([C@H]2[C@H](C(=O)OC(C)(C)C)N3N=Cc4ccccc4C3C23C(=O)c2ccccc2C3=O)cc1OC (stereo partly specified) | -6 | -1 | -15 | -8 | -15 | -16 | -3 | -1.2 | 15 | 2 | 0
COCCNC(=O)C1CCCN(Cc2ccccc2)CC1 (stereo unspecified) | -30 | -8 | · | 8 | 15 | · | -20 | -0.3 | 19 | 7 | ·
COc1ccc(Oc2coc3cc(O)ccc3c2=O)cc1 | -5 | -1 | 4 | -21 | -2 | -9 | -1 | -0.1 | -4 | -8 | ·
O=C(Cc1csc(NC(=O)Nc2cccc(Cl)c2)n1)NC1CCCC1 | 1 | -8 | -20 | -123 | 0 | 12 | -39 | 0.3 | -145 | 4 | 2
COc1ccc(Cc2nnc3c4cnn(C)c4ncn23)cc1 | -2 | -2 | -11 | -12 | 13 | -2 | -5 | -0.2 | -24 | -6 | 2

(continued)
SMILES | Shn3 inh set2 | KKLEB tox | TRPM1 prom inh | Peg3 promoter | CF NFkB block | EBV LMP1 NFkB | NR2E3 ag-1 | iPSC survival up | HIF-2a block | C8 TRAIL sens | NR2E3 ag-2
O=C(c1ccco1)N1CCN(Cc2cc(=O)c(OCc3ccccc3)co2)CC1 | -5 | -11 | -3 | 3 | 31 | -5 | 5 | 0.6 | 5 | -5 | 2
COc1ccccc1-c1cc(C(=O)NCc2ccc(Cl)cc2)no1 | -4 | -22 | -18 | 10 | -13 | 9 | -9 | -1.3 | -73 | -4 | 5
CNc1nc(C(=O)O)nc(N2CCOCC2)n1 | -11 | -2 | -4 | 8 | 1 | -12 | -6 | 0.6 | -3 | -16 | 0
CC(=O)c1ccc(OCc2cc(=O)n3ccsc3n2)cc1 | -60 | 0 | -49 | -143 | 10 | -14 | -58 | 1.4 | -152 | 12 | 3
Cc1ccc(S(=O)(=O)N2CCN(CC(=O)Nc3ccc4c(c3)CCC4)CC2)cc1C | 22 | -2 | -8 | 16 | -12 | 4 | 22 | -1.3 | 2 | -11 | -4
CCC(NC(=O)OC(C)(C)C)C(=O)Oc1ccc2c3c(c(=O)oc2c1)CCC3 (stereo unspecified) | 16 | 8 | 3 | 5 | -8 | -1 | -3 | 4.3 | -14 | 5 | -1
CCc1cc2c(CN(C)Cc3ccccc3F)cc(=O)oc2cc1O | 46 | -1 | 16 | 41 | 26 | -1 | 2 | 0.9 | 13 | -6 | 2
Cc1ccc(NC(=O)/C=C/c2cccc(C(F)(F)F)c2)cc1 | 3 | -8 | -20 | -44 | 2 | -1 | 0 | -0.5 | -45 | -6 | 0
O=C(C[n+]1cc(Br)cc(Br)c1)c1ccc(-c2ccccc2)cc1 | -8 | 5 | 2 | -22 | 0 | · | -10 | -0.5 | 0 | -10 | -1
Cc1ccc(S(=O)(=O)N[C@@H](C)C(=O)N2CCC(C(=O)N[C@@H](Cc3ccccc3)C(=O)O)CC2)cc1 | -4 | 16 | 2 | 1 | 0 | 1 | 3 | 0.3 | 8 | -10 | 7
COc1cc(NC(=O)COC(=O)CNC(=O)c2ccc(C)cc2)c(C)cc1[N+](=O)[O-] | 4 | 6 | 3 | 23 | 6 | 10 | 10 | -0.2 | 10 | -1 | 10
O=C(C[C@H]1C/C=C\CC[C@H](Cc2ccc(F)cc2)C(=O)OC[C@H]2CCCN2C1=O)NCCO | -50 | -1 | 10 | -8 | -13 | -14 | 25 | -1.6 | 15 | 31 | ·
O=C(NCC1CCN(Cc2cccc(Cl)c2)CC1)Nc1ccccc1Cl | 8 | -6 | -3 | 25 | 9 | -4 | -7 | 2.4 | 11 | -2 | ·
COc1ccc(/C=N\NC(=O)COc2ccccc2Cl)cc1Cn1nc(C)cc1C | 20 | -3 | 3 | 23 | 10 | 4 | 44 | -2.1 | 18 | -11 | 0
O=C(c1c(Cl)cccc1Cl)N1CCN(c2ccccn2)CC1 | 11 | 1 | 9 | 10 | 3 | 5 | 2 | 4.7 | -10 | 7 | -1
Cc1ccc(S(=O)(=O)/N=C/N(C)C)cc1 | 8 | -8 | -12 | -2 | 7 | 3 | -36 | 2.1 | 17 | -6 | 4
CC1=CC(C)(C)NC(=S)N1c1ccc(C)cc1C | 5 | 12 | 7 | 17 | -5 | 5 | 6 | 1.3 | 8 | 2 | -2
O=C(O)CSCC(=O)NCc1csc2ccc(Cl)cc12 | 3 | 14 | -4 | 2 | -31 | 9 | -5 | 0.5 | 14 | 0 | 0
O=C(CN1C(=O)NC2(CCCc3ccccc32)C1=O)N1CCN(C(=O)c2ccco2)CC1 (stereo unspecified) | -5 | 4 | -7 | 16 | -8 | 2 | -1 | 4.5 | 10 | 3 | -1
O=C(N/N=C/c1cccc(Br)c1)C1CC(=O)N(c2ccccc2)C1 (stereo unspecified) | 17 | -4 | -12 | -10 | -10 | -3 | 1 | -0.2 | 6 | 7 | 3
OCC1CCCN(Cc2ccc(-c3ccccc3)cc2)C1 (stereo unspecified) | 5 | 13 | 0 | -30 | 0 | -2 | -6 | 2.6 | -29 | 3 | 2
COc1cc(S(=O)(=O)NC2CCCC2)ccc1-n1cnnn1 | 8 | -2 | 17 | 9 | -1 | -8 | -12 | -0.4 | 13 | 17 | 1
CCOC(=O)C1(Cc2ccccc2)CCN(Cc2cccc3c2OCO3)CC1 | 19 | 0 | -1 | 3 | 1 | 6 | 2 | -0.7 | 3 | 6 | 2
CN(c1ccccc1)S(=O)(=O)c1ccc(Cl)c(C(=O)Nc2ccc(N3CCOCC3)cc2)c1 | 2 | 7 | 3 | 0 | 0 | 1 | -15 | 0.0 | -16 | -5 | 1
COc1ccc(-c2[nH]ncc2CNCCc2ncccc2C)cc1F | -4 | -3 | 1 | 2 | 12 | 6 | -3 | 0.9 | 14 | -4 | 7
CC(=O)N[C@H]1[C@H]([C@H](O)[C@H](O)CO)O[C@](O)(C(=O)O)C[C@@H]1O | -1 | 21 | -3 | -3 | -28 | 8 | -23 | 0.2 | 3 | 4 | ·
CCCCc1nnc(NC(=O)CSc2nc(N)cc(=O)[nH]2)s1 | -5 | 3 | -13 | 6 | -17 | -4 | -19 | -0.2 | 18 | 6 | 2
